STEP block = STEP (human) phosphatase inhibition. P54829. recombinant STEP, OMFP fluorogenic substrate, fluorescence. inhibition, % at 20 µM. 360,000 compounds, 0.25% hits. AID 588621;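 active = inhibition at 20 µM, scaled per plate between control wells, above about 37%, limit read from the data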;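 note: 0% = DMSO with enzyme and substrate and 100% = substrate only without enzyme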
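System: isolated STEP enzyme; schedule: 20 min enzyme reaction at room temperature, protected from light; medium: Bis-Tris buffer pH 6.0, 2.5 mM DTT, 0.005% Tween 20; signal: fluorescence, 480/540 nm; dosing: single compound dose of 20 µM, 1% DMSO final; also added: OMFP substrate, 25 µM final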
CSN inh = CSN deneddylation inhibition | Q92905 | AID 651999 | Purified CSN, SCF-Nedd8-OG deneddylation, fluorescence polarization | inhibition, % at 12.5 µM | 360,000 compounds, 0.38% hits;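 active = pattern-corrected inhibition above about 35%, with an unprinted fluorescence ratio check between 0.5 and 1.5, limit read from the data, passing the limit was not always enough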;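 note: 0% = enzyme with substrate and 100% = substrate without enzyme; some results filed as inactive read as strong as hits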
Target sequence (Q92905 whole entry, looked up, one chain of several): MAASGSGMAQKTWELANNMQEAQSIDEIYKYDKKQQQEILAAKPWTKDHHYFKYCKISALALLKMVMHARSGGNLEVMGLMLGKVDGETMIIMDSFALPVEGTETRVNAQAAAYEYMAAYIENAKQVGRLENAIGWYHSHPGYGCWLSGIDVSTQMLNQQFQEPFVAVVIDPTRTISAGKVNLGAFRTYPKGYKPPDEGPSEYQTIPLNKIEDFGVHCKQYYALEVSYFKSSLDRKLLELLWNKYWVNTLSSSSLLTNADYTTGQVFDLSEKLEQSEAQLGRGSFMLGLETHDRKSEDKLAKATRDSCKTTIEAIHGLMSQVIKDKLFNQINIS
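Detection – fluorescence polarization · System – HEK293T-derived human Csn5 enzyme · Controls – substrate-only high control, full reaction low control · Timing – 90 min, room temperature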
DNMT1 block = inhibitors of human DNMT1. 360,000 compounds, 0.83% hits. inhibition (reported as % activation of signal), % at 10 µM. DNMT1 molecular beacon, Hinp1I cleavage, fluorescence; in the data active = inhibition above about 50%
Rpn11 block = Rpn11 (human) deubiquitinase inhibition; 360,000 compounds, 0.59% hits; human 26S proteasome, Ub4-pepOG fluorescence polarization; 20S core pre-blocked with epoxomicin; calls only at 20 µM;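 active = inhibition at 20 µM, scaled to each plate's controls, above about 33%, limit read from the data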
Target sequence (O00487 whole entry, looked up): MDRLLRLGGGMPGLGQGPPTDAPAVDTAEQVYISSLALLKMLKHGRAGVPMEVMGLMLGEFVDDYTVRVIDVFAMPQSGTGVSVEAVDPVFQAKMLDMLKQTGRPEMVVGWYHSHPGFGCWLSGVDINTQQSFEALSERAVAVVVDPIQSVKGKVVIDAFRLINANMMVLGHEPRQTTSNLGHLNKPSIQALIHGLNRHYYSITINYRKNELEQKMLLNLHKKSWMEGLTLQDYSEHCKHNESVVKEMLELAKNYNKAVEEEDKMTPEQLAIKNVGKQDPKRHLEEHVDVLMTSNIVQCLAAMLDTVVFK
MsrA inh = bovine MsrA inhibition | 360,000 compounds, 0.75% hits | purified bovine MsrA, absorbance read-out | inhibition, % at 15.5 µM | AID 651718; in the data active = inhibition above about 4.5%;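 note: 0% = vehicle wells with enzyme and 100% = reference inhibitor wells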
SUMO1 PPI mod = alters human SUMO1 binding to SIM partners; P63165; inhibition, % at 20 µM; SUMO1 binding to a labelled peptide, TR-FRET, 1 h; 360,000 compounds, 0.33% hits; AID 602429; in the data active = inhibition above about 37%
Target sequence (P63165 whole entry, looked up): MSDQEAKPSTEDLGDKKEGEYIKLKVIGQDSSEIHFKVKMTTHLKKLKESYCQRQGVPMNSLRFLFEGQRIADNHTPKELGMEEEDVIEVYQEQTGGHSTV
LMPTP block = LMPTP (human) inhibition | recombinant LMPTP-A, OMFP fluorogenic substrate, fluorescence intensity | inhibition, % at 20 µM | 360,000 compounds, 0.22% hits | AID 651560;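 active = compounds that cut the enzyme signal by at least half of the control window in the single-dose screen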;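 note: plate controls were DMSO wells with enzyme plus substrate for no effect and substrate without enzyme for full effect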
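material = LMPTP-A | quantity = 0.625 nM enzyme | reagent = OMFP substrate, 400 µM final | buffer or medium = Bis-Tris pH 6.0, DTT, detergent | detection = endpoint fluorescence intensity from OMFP dephosphorylation | dosing = single 20 µM dose | read-out basis = % inhibition relative to no-enzyme and uninhibited control wells | control set = no-enzyme and uninhibited controls | timing = 50 min at room temperature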
Tb MetRS inh = Trypanosoma brucei MetRS inhibition; purified T. brucei MetRS, ATP depletion, Kinase-Glo luminescence; inhibition, % at 11.9 µM; 360,000 compounds, 0.4% hits; AID 624268;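 active = inhibition above a per-plate cutoff of the control wells' mean inhibition plus 3 SD, cut at about 5.5% in these data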;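 note: 0% = DMSO wells median and 100% = median of wells with control inhibitor compound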
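Material: T. brucei methionyl-tRNA synthetase, purified; reagent: substrates ATP, L-methionine and bulk Escherichia coli tRNA; dosing: 11.9 µM single point; timing: 15 min plus 2 h at 25 °C; detection: luminescence of leftover ATP; evaluation: % inhibition; control set: DMSO-only wells as low control; replicates: singlicate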
Scp-1 inhibitor = Scp-1 (human) phosphatase inhibition. Q9GZU7. Recombinant Scp1, phosphopeptide, malachite green phosphate absorbance. inhibition, % at 20 µM. 340,000 compounds, 0.88% hits. AID 493091;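 active = inhibition above about 50% at 20 µM, limit read from the data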;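 note: plate controls were DMSO wells with enzyme for no effect and wells lacking enzyme for full effect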
Target sequence (Q9GZU7 76-261 limits assumed): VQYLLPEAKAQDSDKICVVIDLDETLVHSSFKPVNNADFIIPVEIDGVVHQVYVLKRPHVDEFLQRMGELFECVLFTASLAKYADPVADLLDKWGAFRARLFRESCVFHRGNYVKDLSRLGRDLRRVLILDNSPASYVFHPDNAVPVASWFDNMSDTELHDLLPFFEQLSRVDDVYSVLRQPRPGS
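Test system: SCP-1 catalytic domain; Buffer or medium: Acidic Tris acetate buffer with magnesium and detergent; Also added: Phosphorylated 17-residue peptide substrate; Compound: single 20 µM dose, 1% DMSO; Schedule: enzyme reaction 45 min at room temperature, colour 5 min, stabilisation 30 min; Signal: Phosphate-binding colour reagent, absorbance read at 630 nm.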
NadD block = inhibitors of Staphylococcus aureus NadD; purified NadD enzyme, colorimetric absorbance read-out; inhibition, % at 20 µM; 360,000 compounds, 0.78% hits; AID 602399; in the data active = inhibition above about 26%; note: some compounds past the cut are filed as inactive
The depositor's hits bear a star; i = inactive; nt = no result given. Random draw from the library; 3.9% or so of the library scored in one or more.

STEP block	CSN inh	DNMT1 block	Rpn11 block	MsrA inh	SUMO1 PPI mod	LMPTP block	Tb MetRS inh	Scp-1 inhibitor	NadD block	structure
-2	1	-3	i	0.6	8	-1.6	-0.5	-4	1	O=S(=O)(c1ccc2oc(=S)[nH]c2c1)N1CCCCC1
1	9	1	i	-0.4	-3	0.5	-0.3	-1	8	COc1cc2c(cc1OC)C(c1ccccc1)N(C(=O)CSCC(=O)O)CC2 (configuration not stated)
0	0	0	i	-0.6	4	0.3	-0.5	-9	-6	CCCCCC1CC(COc2ccccc2)OC1=O (configuration not stated)
2	5	-5	i	0.5	-5	0.4	0.8	-4	3	N#CC1=C(N)N(c2ccccc2)C2=C(C(=O)CCC2)C1c1ccccc1 (configuration not stated)
0	3	5	i	0.1	-1	-1.2	0.2	-11	-2	O=C(O)c1cccc(S(=O)(=O)Nc2ccccc2-c2ccccc2)c1
2	-14	0	i	-0.5	-1	0.9	0.1	-10	-7	COc1ccc(CCNC(=S)Nc2cccc3ccccc23)cc1
-1	5	-2	i	0.1	4	-1.9	-0.4	-5	-3	COc1cc(OC)cc(-c2nc(SCC(=O)Nc3ccccc3F)n[nH]2)c1
-2	4	-1	i	0.7	10	-0.5	-0.2	-1	2	Cc1ccc(S(=O)(=O)Nc2nc(C)c(C(=O)Nc3ccccc3)s2)cc1

Continuation.
STEP block	CSN inh	DNMT1 block	Rpn11 block	MsrA inh	SUMO1 PPI mod	LMPTP block	Tb MetRS inh	Scp-1 inhibitor	NadD block	structure
0	0	1	i	-0.5	5	0.4	0.0	2	-3	O=C(c1ccc2snnc2c1)N1CCOCC1
1	-2	6	i	0.0	5	-0.7	-0.3	-5	-3	COc1ccc(NC(=O)CSC2CC(=O)N(c3ccc4c(c3)OCCO4)C2=O)cc1 (configuration not stated)
0	6	-6	i	0.0	2	0.7	-1.8	6	2	COc1cccc(-n2cnc3cccc(N)c32)c1
0	-2	3	i	0.0	-1	-4.7	-1.1	-7	2	COc1ccc(-c2cc(C(=O)Nc3cc(C)ccc3O)no2)cc1
2	5	-22	nt	1.2	6	4.9	0.2	-23	9	O=C(Nc1cccc(Cl)c1)Nc1sccc1-c1nc2ccccc2s1
0	3	4	i	-1.0	-1	-1.6	-0.2	-13	-5	COC(=O)c1scc(C)c1NC(=O)CSc1ccc(Cl)cc1
-1	-4	5	i	-0.7	-1	0.2	-0.7	-8	-9	O=C(NCc1ccc(F)cc1)c1noc2c1CCCCC2
-2	2	0	i	1.9	12	0.4	0.5	5	-1	Cc1csc(SCC(=O)N(C)c2c(N)n(Cc3ccccc3)c(=O)[nH]c2=O)n1

Next part.
STEP block	CSN inh	DNMT1 block	Rpn11 block	MsrA inh	SUMO1 PPI mod	LMPTP block	Tb MetRS inh	Scp-1 inhibitor	NadD block	structure
0	-6	-1	i	0.7	3	-1.7	0.7	-9	-3	Cc1ccc(C(=O)O/N=C(\c2ccccc2)c2ccncc2)cc1
-1	0	0	i	-1.6	4	0.0	-0.8	-11	-4	O=C(CN1CCOCC1)Nc1nc2ccc(Br)cc2s1
-2	-1	4	i	-1.1	2	0.5	-0.6	-13	-10	Cc1nn(C)c(C)c1NC(=O)/C(C#N)=C\N(C)C
-1	0	1	i	0.8	4	0.4	0.0	-10	-1	CCOc1ccc(CCNC(=O)COC(=O)C2CCN(S(=O)(=O)c3ccc(C)c(C)c3)CC2)cc1OCC
0	-1	3	i	-0.5	-1	1.2	-1.0	1	-1	O=C(CSc1nnnn1-c1cccc2ccccc12)Nc1ccc(N2CCOCC2)c(Cl)c1
-1	3	-17	i	-1.3	0	-1.4	-0.4	-4	7	C=CCN(c1ccc(C(=O)Nc2ccc3c(c2)OCO3)cc1)S(C)(=O)=O
3	0	-1	i	0.0	4	-0.7	0.4	-7	5	CC(Oc1cc2oc(=O)c3c(c2cc1Cl)CCCC3)C(=O)NCC1CCC(C(=O)O)CC1 (configuration not stated)
4	0	1	i	1.9	-3	-0.9	-0.2	-10	-8	CNC[C@H]1Oc2c(NC(=O)c3ccc(-c4nccs4)cc3)cccc2C(=O)N([C@@H](C)CO)C[C@@H]1C

Later entries:
STEP block	CSN inh	DNMT1 block	Rpn11 block	MsrA inh	SUMO1 PPI mod	LMPTP block	Tb MetRS inh	Scp-1 inhibitor	NadD block	structure
-5	-5	0	i	0.4	-1	-3.8	-0.1	-13	-2	COc1ccc(CC(=O)N2N=C(C)CC2(O)c2cccnc2)cc1 (configuration not stated)
2	-3	2	i	0.4	4	-1.1	-0.4	-2	2	C=CCn1c(SCC(=O)NCC2CCCO2)nc2c([nH]c3ccccc32)c1=O (configuration not stated)
2	1	2	i	0.0	0	-2.1	0.2	-5	-3	CC(=O)[C@@H]1[C@@H]2C(=O)N(c3ccccc3F)C(=O)[C@@H]2[C@H]2c3ccccc3C=NN12
3	-6	1	i	-0.9	3	0.8	-0.4	-10	-2	C=CCN(c1cccc(C(F)(F)F)c1)S(=O)(=O)c1cccc(C(=O)OCC(=O)NC)c1
0	1	-3	i	-0.4	-5	-1.2	-0.6	-5	-5	COCCN(C(=O)CNC(=O)c1ccco1)C(C(=O)NC1CCCC1)c1cccc(OC)c1 (configuration not stated)
3	4	-3	i	2.0	-39	2.0	-0.1	-10	-1	Cc1ccc(CN(C)C(=O)COC(=O)CSc2ccc([N+](=O)[O-])cc2)cc1
-2	0	-4	i	0.4	-1	1.5	0.7	-10	-1	O=C(/C=C/c1cccc(Br)c1)NCC1CCCCC1
-1	4	-10	i	0.8	4	1.0	-0.4	-5	3	CCCCC[C@H]1CN(Cc2ccc(OC)cc2)C(=O)[C@@H]1CC(=O)NCc1ccccc1

Other records.
STEP block	CSN inh	DNMT1 block	Rpn11 block	MsrA inh	SUMO1 PPI mod	LMPTP block	Tb MetRS inh	Scp-1 inhibitor	NadD block	structure
2	0	-4	i	1.2	-32	-1.0	-0.8	-7	-5	COc1cccc(NC(=O)CN(C)CC(=O)Nc2ccc(C)c([N+](=O)[O-])c2)c1
0	-5	-1	i	0.2	0	-0.6	-0.4	1	-5	COc1ccc(C(=O)NCC2CCCN2S(=O)(=O)c2cccs2)cc1 (configuration not stated)
2	0	-3	i	-0.3	-20	-7.8	-0.3	2	1	CN(C)C(CNC(=O)CSc1nc2ccccc2c(=O)n1Cc1ccco1)c1ccccc1 (configuration not stated)
1	-1	0	i	0.8	-12	-0.8	0.9	-11	-3	CC(C)[C@@H](N)C(=O)N/N=C/c1ccc2ncccc2c1
0	-7	-8	i	0.9	4	4.2	-0.3	-2	10	OC1CCN(c2c3c(nc4cc(-c5ccc(Cl)cc5)nn24)CCC3)CC1
4	2	37	i	1.4	4	2.4	-0.6	-5	2	COc1cc(N(C(=O)Cc2cccs2)C(C(=O)NC2CCCCC2)c2ccc(C)cc2)ccc1-n1cnnn1 (configuration not stated)
0	0	10	i	1.4	2	3.7	-0.8	0	-2	O=C(Cc1c(F)cccc1Cl)Nc1ccccc1N1CCCCC1
2	-1	-2	i	0.2	8	1.9	-1.3	27	13	CCn1c(=O)c(C(=O)Nc2ccccc2S(N)(=O)=O)c(O)c2ccccc21

(list continues)
STEP block	CSN inh	DNMT1 block	Rpn11 block	MsrA inh	SUMO1 PPI mod	LMPTP block	Tb MetRS inh	Scp-1 inhibitor	NadD block	structure
-1	0	0	i	0.8	-1	-0.1	0.4	3	5	O=C(CSc1nnc(NC(=O)c2ccccc2)s1)NC1CCCC1
-5	-1	-2	i	-1.1	1	-0.1	-1.2	11	-13	Cc1nnc(SCc2nnc(-c3ccc(Cl)cc3)o2)n1-c1ccccc1
1	-5	-12	i	0.8	4	-1.7	0.4	-4	5	COc1ccccc1NS(=O)(=O)c1cccc(C(=O)N/N=C2\CC(=O)CC(C)(C)C2)c1
-2	-4	-1	i	-0.3	4	11	-0.5	3	-10	CCOC(=O)c1c(C)[nH]c(C(=O)OCC(=O)NCc2ccc(OC)c(OC)c2)c1C
0	9	-14	i	0.1	0	1.8	-0.2	nt	15	CS(=O)(=O)Nc1cccc(-c2cc(NC=O)c3ncc(-c4ccc(F)c(Cl)c4)n3c2)c1
-4	-4	-5	i	-0.8	1	-0.8	-1.2	0	-6	CCc1ccccc1NC(=O)Cn1nc(C(F)(F)F)cc1C1CC1
2	-1	-3	i	-1.7	3	1.8	0.4	-9	-10	O=C(COC(=O)Cc1c[nH]c2ccccc12)Nc1cc(S(=O)(=O)N2CCOCC2)ccc1Cl

Molecules listed so far that contain fluorine, in the order listed:
STEP block	CSN inh	DNMT1 block	Rpn11 block	MsrA inh	SUMO1 PPI mod	LMPTP block	Tb MetRS inh	Scp-1 inhibitor	NadD block	structure
-1	5	-2	i	0.1	4	-1.9	-0.4	-5	-3	COc1cc(OC)cc(-c2nc(SCC(=O)Nc3ccccc3F)n[nH]2)c1
-1	-4	5	i	-0.7	-1	0.2	-0.7	-8	-9	O=C(NCc1ccc(F)cc1)c1noc2c1CCCCC2
2	1	2	i	0.0	0	-2.1	0.2	-5	-3	CC(=O)[C@@H]1[C@@H]2C(=O)N(c3ccccc3F)C(=O)[C@@H]2[C@H]2c3ccccc3C=NN12
3	-6	1	i	-0.9	3	0.8	-0.4	-10	-2	C=CCN(c1cccc(C(F)(F)F)c1)S(=O)(=O)c1cccc(C(=O)OCC(=O)NC)c1
0	0	10	i	1.4	2	3.7	-0.8	0	-2	O=C(Cc1c(F)cccc1Cl)Nc1ccccc1N1CCCCC1
0	9	-14	i	0.1	0	1.8	-0.2	nt	15	CS(=O)(=O)Nc1cccc(-c2cc(NC=O)c3ncc(-c4ccc(F)c(Cl)c4)n3c2)c1
-4	-4	-5	i	-0.8	1	-0.8	-1.2	0	-6	CCc1ccccc1NC(=O)Cn1nc(C(F)(F)F)cc1C1CC1
